ADAM10 inh: inhibits human ADAM10; O14672; recombinant ADAM10, EDANS/DABCYL FRET peptide cleavage, 3 h; inhibition, % at 7 µM; 0.62% of 370,000 active;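 active = inhibition above a per-campaign cutoff equal to the mean of compounds falling between control-based bounds plus 3 SD, cut at about 20% in these data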;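 note: 0% = DMSO wells while the 100% control is not disclosed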
TDP2 absorb: blocks human TDP2 phosphodiesterase activity; O95551; recombinant TDP2, T5PNP hydrolysis, p-nitrophenol absorbance 415 nm; inhibition, % at 12.8 µM; 0.34% of 370,000 active; AID 720702;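 active = inhibition above the mean of all tested compounds plus 3 SD, set per campaign, cut at about 25% in these data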;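 note: 0% = DMSO with enzyme and 100% = buffer with substrate but no TDP2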
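Test system: human TDP2 enzyme; Input: 120 nM TDP2 per well; Buffer or medium: Mg2+-containing Tris-HCl buffer, pH 7.5; Reagent: 5 mM T5PNP; Dosing: 12.8 µM single point, 1% DMSO; Incubation: reaction 2 h, 37 °C; Detection: p-Nitrophenol epi absorbance; Read-out: % inhibition relative to enzyme-containing and enzyme-free wells; Replicates: single well per compound.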
ASAP1 GAP inh: ASAP1 ArfGAP inhibition | inhibition, % at 16.5 µM | Q9ULH1 | AID 624377 | 0.19% of 360,000 active | ASAP1-stimulated ARF1 GTP hydrolysis, GDP FP detection; in the data active = inhibition above about 25%;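 note: 0% = vehicle with enzyme and substrate and 100% = no enzyme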
Target sequence (Q9ULH1 325-724 limits assumed): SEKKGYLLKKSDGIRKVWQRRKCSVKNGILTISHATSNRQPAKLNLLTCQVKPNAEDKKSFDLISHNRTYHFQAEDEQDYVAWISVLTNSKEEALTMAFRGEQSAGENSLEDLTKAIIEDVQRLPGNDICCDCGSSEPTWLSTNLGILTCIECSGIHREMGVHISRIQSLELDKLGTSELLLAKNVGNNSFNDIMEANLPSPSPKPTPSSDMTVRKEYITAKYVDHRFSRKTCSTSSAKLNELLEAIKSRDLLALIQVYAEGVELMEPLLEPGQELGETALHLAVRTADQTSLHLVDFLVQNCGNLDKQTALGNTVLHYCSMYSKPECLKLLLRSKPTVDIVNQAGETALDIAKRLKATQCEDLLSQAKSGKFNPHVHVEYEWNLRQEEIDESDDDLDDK
SIAE primary: blocks human sialic acid acetylesterase. SIAE FP-Rh probe binding, fluorescence polarization. inhibition, % at 9.66 µM. 0.69% of 370,000 active. AID 1053197;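 active = inhibition above a cutoff: mean of compounds within the control limits plus 3 SD of those, cut at about 17% in these data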;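 note: 0% = plate median of compound wells and 100% = probe without SIAE protein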
Tn7 DDE FP: disrupts Tn7 cyclic peptide binding to fibrin D-Dimer-E complex | P02675 | FP displacement of FITC-Tn7 peptide from fibrin DD(E); 0% = median of compound wells per plate | inhibition, % at 8.3 µM | 0.13% of 370,000 active;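 active = inhibition above the mean of compounds falling within the control limits plus 3 SD of them, cut at about 14% in these data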;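 note: 0% = plate median of compound wells and 100% = 10 µM Aha-Tn7 peptide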
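Assay system: Human fibrin DD(E) protein | Medium: Tris buffer with calcium and detergent, pH 7.8 | Reagent: 0.1 µM fluorescent Tn7 | Compound dosing: Single point at 8.3 µM | Times: 10 min preincubation, 3 h with tracer, room temperature | Detection: Fluorescence polarization of the labelled Tn7 tracer | Controls: Aha-Tn7 high control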
ARFGAP1 inhibitor: inhibits rat ARF GTPase activating protein 1; Arfgap1-stimulated ARF1 GTP hydrolysis, GDP FP detection; inhibition, % at 16.5 µM; 0.26% of 360,000 active; AID 651572;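 active = inhibition above a per-plate limit, mean inhibition of low control wells plus 3 SD, cut at about 25% in these data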;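 note: 0% = DMSO wells with enzyme and 100% = wells lacking Arfgap1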
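Replicates: Single well per compound | Assay system: Truncated rat Arfgap1 GAP domain | Control set: No-Arfgap1 wells (100%) versus DMSO full-reaction wells (0%) | Times: Enzyme reaction 120 min at 25 °C after 20 min preincubation | Reagent: Human ARF1(Δ1-17)-GTP substrate | Measured by: Tracer-displacement fluorescence polarization with EDTA stop, 620/688 nm | Measure: Percent inhibition of Arfgap1-stimulated GTP hydrolysis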
PLC-beta3 inh: blocks human PLC-beta3 enzyme activity; inhibition, % at 12.2 µM; Purified PLC-beta3, fluorogenic substrate, fluorescence; Q01970; 0.18% of 370,000 active; in the data active = inhibition above about 11%;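 note: 0% = median of compound wells on plate and 100% = full blocker control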
DDE Tn6 FP inh: DD(E)-Tn6 binding inhibition, primary FP screen; P02675; Fibrin DD(E) TRITC-Tn6 fluorescence polarization displacement; inhibition, % at 8.3 µM; 0.21% of 370,000 active; AID 720509;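 active = inhibition above a per-campaign cutoff: mean of compounds within control limits plus 3 SD, cut at about 15% in these data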;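 note: 0% = median of all compound wells on the plate and 100% = blocking peptide control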
PLCg1 inh: PLC-gamma1 (human) inhibition, primary screen. inhibition, % at 12.2 µM. AID 720700. purified PLC-gamma1, fluorogenic substrate, fluorescence. 0.84% of 370,000 active; in the data active = inhibition above about 9.5%
ADAM17 inh: inhibits human ADAM17; P78536; recombinant ADAM17, EDANS/DABCYL FRET peptide cleavage; inhibition, % at 6.95 µM; 0.83% of 370,000 active; AID 720648;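 active = inhibition above the mean of compounds lying between control limits plus 3 SD, set per campaign, cut at about 8.5% in these data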;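 note: 0% = DMSO-only wells as the low control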
Target sequence (P78536 215-824 limits assumed): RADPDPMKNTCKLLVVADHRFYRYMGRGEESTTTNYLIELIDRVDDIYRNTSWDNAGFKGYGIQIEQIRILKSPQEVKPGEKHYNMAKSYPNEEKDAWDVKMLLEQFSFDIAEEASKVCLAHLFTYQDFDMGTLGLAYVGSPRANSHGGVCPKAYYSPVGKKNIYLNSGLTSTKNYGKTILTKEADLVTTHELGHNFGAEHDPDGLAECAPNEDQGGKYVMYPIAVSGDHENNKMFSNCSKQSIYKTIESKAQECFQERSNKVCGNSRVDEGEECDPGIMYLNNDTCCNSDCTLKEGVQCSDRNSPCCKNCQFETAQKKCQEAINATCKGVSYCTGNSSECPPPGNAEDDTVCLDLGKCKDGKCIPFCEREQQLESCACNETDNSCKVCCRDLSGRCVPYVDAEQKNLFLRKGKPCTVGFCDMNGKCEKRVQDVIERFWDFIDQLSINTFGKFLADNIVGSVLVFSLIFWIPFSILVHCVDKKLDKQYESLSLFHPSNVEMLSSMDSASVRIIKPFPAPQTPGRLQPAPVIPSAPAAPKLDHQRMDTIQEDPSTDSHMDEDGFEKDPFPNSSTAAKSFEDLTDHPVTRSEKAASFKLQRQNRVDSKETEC
* hit, by the source's call; i = inactive. Hits appear at their usual frequency. Share with any hit: about 3.6%.

SMILES	ADAM10 inh	TDP2 absorb	ASAP1 GAP inh	SIAE primary	Tn7 DDE FP	ARFGAP1 inhibitor	PLC-beta3 inh	DDE Tn6 FP inh	PLCg1 inh	ADAM17 inh
CC(NC(=O)/C(=C/c1ccc(OC(F)F)cc1)c1ccccc1)c1ccccc1 (stereo not drawn)	15	-4	-4	2	2	10	-1	2	0	8
COC(=O)c1cn(-c2ccccc2)c(=O)c2ccccc12	-6	-6	-11	9	-4	-2	2	3	2	0
CCc1nnc(NS(=O)(=O)c2ccc(N=Cc3c(C)[nH]n(-c4ccc(C)c(C)c4)c3=O)cc2)s1	0	15	-2	-9	6	5	0	3	1	-1
COc1cccc(CNS(=O)(=O)c2ccc3c(c2)N(C)CCO3)c1	-1	-3	-11	1	1	-3	-2	-1	0	2
CNS(=O)(=O)c1cccc(C(=O)OCC(=O)C23CC4CC(CC(C4)C2)C3)c1	3	-5	-5	-6	-4	-4	6	2	3	1
O=C(c1ccc(S(=O)(=O)N2CCCC2)cc1)N1CCN(Cc2ccc3c(c2)OCO3)CC1	-1	4	9	1	9	-6	1	-4	-1	-2
O=C(CSc1nnc(NC2CCCCC2)s1)N1CCOCC1	8	-13	1	-4	-3	-8	1	7	4	4
CCN(CC)c1ccc(-n2cc3c(=O)n(C)c(=O)n(C)c3c2)cc1	-129	5	6	7	0	3	i	4	i	-47
CCNC(=S)N/N=C/c1cn(Cc2ccc(F)cc2)c2ccccc12	8	-3	1	9	-4	-2	5	-1	2	4
Cc1cc(C)n2nc(SCC(=O)c3cccs3)nc2n1	-3	-12	-1	-4	6	1	-10	-2	4	-3

Record cards (already shown). Screens in order: ADAM10 inh | TDP2 absorb | ASAP1 GAP inh | SIAE primary | Tn7 DDE FP | ARFGAP1 inhibitor | PLC-beta3 inh | DDE Tn6 FP inh | PLCg1 inh | ADAM17 inh
Listed for CNS(=O)(=O)c1cccc(C(=O)OCC(=O)C23CC4CC(CC(C4)C2)C3)c1 : 3 | -5 | -5 | -6 | -4 | -4 | 6 | 2 | 3 | 1
Listed for COc1cccc(CNS(=O)(=O)c2ccc3c(c2)N(C)CCO3)c1 : -1 | -3 | -11 | 1 | 1 | -3 | -2 | -1 | 0 | 2
Listed for Cc1cc(C)n2nc(SCC(=O)c3cccs3)nc2n1 : -3 | -12 | -1 | -4 | 6 | 1 | -10 | -2 | 4 | -3

(next part)
SMILES	ADAM10 inh	TDP2 absorb	ASAP1 GAP inh	SIAE primary	Tn7 DDE FP	ARFGAP1 inhibitor	PLC-beta3 inh	DDE Tn6 FP inh	PLCg1 inh	ADAM17 inh
CC(Sc1nnnn1C)C(=O)NC1CCCc2ccccc21 (stereo not drawn)	-11	7	-2	9	5	5	0	6	1	-3
COc1ccc(C(=O)/C=C/Nc2ccc([N+](=O)[O-])cc2C)cc1OC	0	2	14	-3	-2	-1	-4	-2	-1	-2
N=C1CCCN1c1ccccc1O	-3	8	12	4	3	-3	-5	-1	0	-6
Cn1nnc(NC(=S)NC(=O)c2cccc3c(Cl)cccc23)n1	-14	-5	6	3	-3	4	-13	1	-3	-6
CCc1nnc(NC(=O)CN2CCN(Cc3cccc(OC)c3)CC2)s1	1	5	-1	-1	-6	5	-6	-10	-1	-3
CS(=O)(=O)N(Cc1ccc(C(=O)NC2CCCC2)cc1)c1ccccc1	8	-10	4	-4	-9	8	1	1	13*	6
COc1ccc(NC(=O)c2ccccc2NC(=O)CSc2ccc(Cl)cc2)cc1	9	-15	-1	8	4	-1	7	5	7	2
Cc1cc(F)ccc1NCc1ccccc1[N+](=O)[O-]	8	6	-19	2	3	-15	-3	-3	-4	-1
CCOC(=O)C1C(=O)OC(C)(C)C1C(C)C(=O)c1ccc(C)cc1 (stereo not drawn)	15	-24	-1	3	0	3	9	-4	9.5*	8
COCCCn1c(-c2ccc(S(=O)(=O)N3CCOCC3)cc2)csc1=Nc1ccccc1	-4	7	-1	-3	0	-3	-3	-1	-1	-5

As entered above.
COC(=O)c1cn(-c2ccccc2)c(=O)c2ccccc12 in PLC-beta3 inh has 2
CS(=O)(=O)N(Cc1ccc(C(=O)NC2CCCC2)cc1)c1ccccc1 in ASAP1 GAP inh has 4
COCCCn1c(-c2ccc(S(=O)(=O)N3CCOCC3)cc2)csc1=Nc1ccccc1 in Tn7 DDE FP has 0
N=C1CCCN1c1ccccc1O in ASAP1 GAP inh has 12
CC(NC(=O)/C(=C/c1ccc(OC(F)F)cc1)c1ccccc1)c1ccccc1 (stereo not drawn) in PLCg1 inh has 0
COc1ccc(C(=O)/C=C/Nc2ccc([N+](=O)[O-])cc2C)cc1OC in PLC-beta3 inh has -4

Quoted at random: 5 records from the list, in no set order.
SMILES	ADAM10 inh	TDP2 absorb	ASAP1 GAP inh	SIAE primary	Tn7 DDE FP	ARFGAP1 inhibitor	PLC-beta3 inh	DDE Tn6 FP inh	PLCg1 inh	ADAM17 inh
CCc1nnc(NC(=O)CN2CCN(Cc3cccc(OC)c3)CC2)s1	1	5	-1	-1	-6	5	-6	-10	-1	-3
CCNC(=S)N/N=C/c1cn(Cc2ccc(F)cc2)c2ccccc12	8	-3	1	9	-4	-2	5	-1	2	4
COc1cccc(CNS(=O)(=O)c2ccc3c(c2)N(C)CCO3)c1	-1	-3	-11	1	1	-3	-2	-1	0	2
O=C(c1ccc(S(=O)(=O)N2CCCC2)cc1)N1CCN(Cc2ccc3c(c2)OCO3)CC1	-1	4	9	1	9	-6	1	-4	-1	-2
COC(=O)c1cn(-c2ccccc2)c(=O)c2ccccc12	-6	-6	-11	9	-4	-2	2	3	2	0

Continued:
SMILES	ADAM10 inh	TDP2 absorb	ASAP1 GAP inh	SIAE primary	Tn7 DDE FP	ARFGAP1 inhibitor	PLC-beta3 inh	DDE Tn6 FP inh	PLCg1 inh	ADAM17 inh
CCOc1ccc(N2CC(C(=O)NCCc3ccccc3)CC2=O)cc1 (stereo not drawn)	-3	10	7	5	8	17	2	4	0	1
CCOC(=O)C1CCN(C(=O)COC(=O)C2CCN(S(=O)(=O)c3ccc4c(c3)OCCO4)CC2)CC1	1	3	-4	6	0	-4	-5	8	4	-5
Cc1cc(C)cc(Nc2ccc3nonc3c2[N+](=O)[O-])c1	1	-7	-19	-5	4	-4	-2	3	1	0
CCOC(=O)c1cnc(-n2cc(C)cn2)nc1NCc1ccc2c(c1)OCO2	1	-1	5	0	1	13	-1	6	-5	-3
Cc1nn(-c2nc3ccccc3s2)c(N)c1-c1ccc(Cl)cc1	2	17	11	2	-3	-18	2	-5	3	-1
Cn1cnc2cc(NC(=O)c3ccco3)ccc21	-7	6	3	-5	2	-6	2	1	1	-5
O=C(O)C/C(=C\c1ccc(N2CCOCC2)c([N+](=O)[O-])c1)c1nc2ccccc2s1	8	-8	6	-1	3	0	-9	4	-1	5
Cc1cccc(CSc2nnc([C@@H]3CCCN3C(=O)OC(C)(C)C)o2)c1	2	11	3	-2	0	6	-5	2	3	2
Cc1cc(N2C(=O)C(O)=C(C(=O)c3cccs3)C2c2cccc(Br)c2)no1 (stereo not drawn)	-9	2	-12	-5	2	13	-5	6	0	-4
CCOc1ccc(OCC)c(NC(=O)C2CCN(S(=O)(=O)c3cccnc3)CC2)c1	2	-2	-12	1	-1	-1	2	3	2	-3
COc1ccc(NC(=O)CN2C(=O)NC3(CC(C)CC(C)(C)C3)C2=O)cc1S(=O)(=O)N1CCCCC1 (stereo not drawn)	0	-6	16	8	4	-1	5	0	4	-1
O=C(CSc1nc2ccccc2c(=O)n1CCCO)NCc1ccccc1	1	5	-2	-1	3	3	0	-1	1	-6
CN(CC(=O)Nc1cc([N+](=O)[O-])ccc1Cl)Cc1ccc(Br)cc1	4	-2	-4	8	3	-8	3	6	3	0
COC(=O)c1ccc(NC(=S)NNC(=O)CC(C)C)cc1	-5	4	-1	3	-3	-6	0	-7	-2	-3
N#CCSc1ncnc2ccccc12	7	-11	9	1	0	6	-1	5	5	2
Cc1cccc(-c2nc3c(c(SCC(=O)N4CCOCC4)n2)COC(C)(C)C3)c1	-1	9	-7	-8	1	10	-7	-5	0	-6
N#CC(C(=O)NCCc1ccccc1)c1nc2ccccc2nc1N1CCOCC1 (stereo not drawn)	-3	9	-1	4	4	-2	-9	7	-6	-5
CNC(=O)c1cc2ncc(C(F)(F)F)cc2s1	-2	-4	6	-9	4	20	3	-9	1	-6
CNc1nc2ccccc2n1N	8	-14	0	-6	2	2	3	-1	4	0
Cc1cccc(C)c1N1CCN(C(=O)N2CCCCC2)CC1	-4	5	15	-5	-1	-3	-3	-10	-3	-5
Oc1cccnc1CCc1ccccc1	-9	1	-3	-3	4	-6	0	1	2	-6
Cc1cc([N+](=O)[O-])nn1CC(=O)NCc1ccco1	-3	10	-9	-1	2	-3	-1	-2	1	-1
O=C(c1cc(Cl)ccc1O)N1CCN(S(=O)(=O)Cc2ccccc2)CC1	-12	-6	9	6	10	-9	-5	0	-2	-3
COc1ccc(C(C)=O)cc1CSC(=N)N	-5	6	-5	9	4	-3	-2	-2	-3	-4
O=C(Nc1cccc(F)c1)C1CCCN(S(=O)(=O)c2ccc(-n3cnnn3)cc2)C1 (stereo not drawn)	2	13	8	-1	-6	-1	-7	-1	-3	-2
CCOP(=O)(OCC)C(NC(=O)Nc1ccccc1)c1ccccc1 (stereo not drawn)	-9	-10	13	-3	-3	-2	-2	-3	0	-1
